Assay outcomes: PubChem BioAssay, several laboratories
PLAP inhibitors HTS: PLAP enzyme inhibitors, biochemical, luminescence, HTS (AID 690) | 96,000 compounds, 0.08% hits | inhibition, % at 20 µM, or IC50 in µM where a hit was titrated | Alkaline phosphatase, placental type (Homo sapiens) | purified PLAP, luminescent substrate; higher % means a stronger effect; in the data active = a potency from the dose series; inactive = the rest, 99 in 100 with inhibition below about 30%; note: strong numbers were not always called active
Bcl-B displacement: displacers of TR3 peptide from Bcl-B, primary screen, selectivity assay for Bfl-1 inhibitor project, biochemical, fluorescence polarization; Bcl-2-like protein 10 (Homo sapiens); FP displacement of FITC-TR3 peptide from Bcl-B; higher % means a stronger effect; one-dose displacement, % at 20 µM; IC50 in µM for titrated hits; 96,000 compounds, 0.11% hits; AID 748, 2007;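 active = displacement above 50% at 20 µM plus a fluorescence interference ratio under 1.5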;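 note: plate controls were wells without compound for no effect and wells lacking Bcl-B protein for full effect; a part of the inactive calls stands beside numbers as strong as those of hits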
NFkB transloc pot: enhancers of NFkB p65 translocation in HUVEC – imaging, IL-1B stimulus, high-content imaging, primary screen | HUVEC IL-1B NFkB p65 nuclear translocation imaging | AID 819, 2007 | 94,000 compounds, 0.3% hits | activation, % at 2 µM;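 active = activation above 40%, about the mean plus 3 SD, also judged a hit on visual image review; inconclusive = activation above 40% but not a hit on visual review; inactive = activation not above 40% and no visual hit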;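 note: percent activation is computed from the nuclear over cytoplasmic p65 intensity ratio; values of inactives mirror those of a sister screen read the other way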
MRP resist rev: reversal of MRP1-mediated doxorubicin resistance, primary screen, H69AR cells, doxorubicin co-treatment. H69AR cells + 2 uM doxorubicin, CellTiter-Glo, 72 h. differential viability (reversal), % at 10 µM. 85,000 compounds, 0.04% hits. AID 602, 2007;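 active = viability drop by adding the cancer drug above about 55%, with treated viability meeting a 40% cutoff, limit read from the data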;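 note: viability without doxorubicin minus viability with 2 µM doxorubicin for each compound; larger differential means the compound sensitizes cells more to doxorubicin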
IL1B NFkB inh: inhibitors of IL-1B driven NFkB p65 nuclear import, primary screen, imaging, HUVEC, IL-1B stimulus, high-content imaging. inhibition, % at 2 µM. HUVEC IL-1B NFkB p65 nuclear translocation imaging. 94,000 compounds, 0.43% hits;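 active = inhibition above about 30% together with a positive call from visual inspection of the well image, limit read from the data; inconclusive = inhibition above a set limit but visual check negative; inactive = inhibition not above a set limit, visual check negative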;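 note: nuclear over cytoplasmic p65 intensity ratio measured by imaging; 0% = IL-1B stimulated DMSO wells and 100% = unstimulated DMSO wells; values of inactives mirror those of a sister screen read the other way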
MRP resist rev cytotoxicity: recorded beside MRP resist rev, whose call it bears; viability, %; H69AR cells, CellTiter-Glo, 72 h; measured here: cytotoxicity without doxorubicin
MRP resist rev with doxorubicin: also measured in MRP resist rev; calls as there; viability, %; measured here: viability with 2 uM doxorubicin; active compounds read low
IL1B NFkB inh cell count 2 µM: further read-out of IL1B NFkB inh, marked with its call; cell count; measured here: cells passing quality filter;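 raw number of nuclei counted in each imaged well without normalization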
NFkB transloc pot cell count 2 µM: further read-out of NFkB transloc pot, marked with its call; cell count; measured here: cells passing quality filter
Numbers without * were called inactive; ? = inconclusive; . = no result given. These rows are one share of the data; rates above refer to the full screens.

compound,PLAP inhibitors HTS,Bcl-B displacement,NFkB transloc pot,NFkB transloc pot cell count 2 µM,MRP resist rev,MRP resist rev cytotoxicity,MRP resist rev with doxorubicin,IL1B NFkB inh,IL1B NFkB inh cell count 2 µM
Cc1sc2nc(C)n(/N=C/c3ccccc3)c(=O)c2c1C,17%,-7%,-6,118,16,93,76,6,118
CCOC(=O)c1cnc(SCC(=O)Nc2ccc(N3CCOCC3)cc2)nc1N,7%,-2%,-6,163,6,97,90,6,163
COc1cccc(Cn2nnc(C(=O)Nc3cc(Cl)ccc3OC)c2N)c1,4%,-7%,-7,165,13,104,91,8,165
Cc1ccc(C(=O)n2cnnc2N)cc1C,-22%,4%,4,156,21,104,82,-4,156
O=c1c(Cc2ccccc2)c(O)nc2n1CCS2,9%,3%,15,145,4,109,105,-15,145
O=C(Cn1ccccc1=O)c1cccs1,21%,0%,-4,195,-12,93,105,4,195
Cc1ccc(-n2c(C(C)n3nc(C)c([N+](=O)[O-])c3C)n[nH]c2=S)cc1 (configuration not stated),.,.,-4,165,15,98,83,4,165
CCOC(=O)CCc1c(C)c2ccc(O)cc2oc1=O,1%,-1%,8,193,9,102,92,-8,193
CC(C)[C@H](NC(=O)OC(C)(C)C)c1nnc(S(=O)(=O)Cc2c(F)cccc2Cl)o1,-15%,-10%,.,.,-1,1,2,.,.
COC(=O)C(NC(C)=O)(Nc1ccccn1)C(F)(F)F (configuration not stated),19%,-9%,-1,159,7,95,89,1,159
Cc1ccccc1NC1c2ccccc2C(=O)N1Cc1ccco1 (configuration not stated),1%,-10%,13,155,2,87,85,-12,155
CCNC(=O)c1c(N)sc2c1CCCCC2,-52%,-6%,?,.,-14,74,88,-42,112
O=C(CCc1nc(-c2ccccc2F)no1)NCCN1CCN(Cc2ccccc2)CC1,-46%,2%,11,129,2,91,89,-11,129
O=C(Cc1cn2ccsc2n1)Nc1ccccc1Oc1ccccc1,-30%,-11%,-4,185,16,103,88,4,185
O=C1NCC(c2ccccc2)C1C(=O)N/N=C\c1ccc(-c2cccc(Cl)c2Cl)o1 (configuration not stated),-70%,0%,20,166,18,100,82,-20,166
CC(C)Cc1cc(C(=O)Nc2cc(C(F)(F)F)ccc2Cl)no1,6%,6%,8,179,-11,78,89,-8,179
O=C(Cn1nc(-c2ccccc2)c2ccccc2c1=O)NCCN1CCOCC1,-21%,-10%,.,.,.,.,.,.,.
CCC12CCCN3CCC4(C(=C(C(=O)OC)C1)Nc1ccccc14)C32 (configuration not stated),-55%,6%,9,190,8,78,70,-9,190
COc1ccc(Oc2cc(C)c3ccccc3n2)cc1,22%,0%,-2,169,3,95,92,2,169
O=C1c2ccccc2C(=O)N1CCCc1nc2ccccc2c(=O)n1Cc1ccco1,8%,-2%,-8,178,-1,96,97,8,178
CCCCOC(=O)c1ccc(-c2ccc(/C=N/NC(=S)NCC)o2)cc1,-4%,-4%,-20,122,.,.,.,20,122
NS(=O)(=O)c1ccc(CCNC(=O)C2CCCN(S(=O)(=O)c3cccnc3)C2)cc1 (configuration not stated),8%,-12%,12,173,-2,97,99,-12,173
O=C(CN(Cc1ccco1)C(=O)c1cccc(Cl)c1)Nc1c(Cl)cc(Cl)cc1Cl,-28%,-5%,1,117,.,.,.,-1,117
Cc1ccc(C)n1-c1nc(=S)[nH][nH]1,-13%,0%,8,77,5,95,90,-8,77
CC(C)(C)C(=O)c1no[n+]([O-])c1/C(=N/O)C(C)(C)C,-20%,-7%,-7,76,-2,95,97,7,76
O=C(Nc1ccccc1C(F)(F)F)N1CCN(c2ccc3nncn3n2)CC1,-12%,-5%,.,.,3,89,86,.,.
Cc1cccc(NC(=O)c2ccccc2OCC(=O)N2CCOCC2)c1C,16%,-4%,7,130,-1,84,85,-7,130
CC(C)c1cc(N2CCN(C(=O)c3ccco3)CC2)n2c(nc3ccccc32)c1C#N,-8%,18%,-3,175,28,63,34,3,175
COC(=O)Cc1cc(=O)[nH]c(/N=C(\N)Nc2ccccc2C)n1,.,.,8,114,3,88,85,-8,114
Cc1ccc(C(=O)c2cn[nH]c2-c2cc(Cl)ccc2O)cc1,-130%,-13%,15,120,-7,88,95,-16,120
CC(C)(C)NC(=O)CN(C(=O)CS(=O)CC(=O)Nc1ccc(F)cc1)c1ccc(F)c(Cl)c1 (configuration not stated),-67%,1%,0,108,-14,97,111,0,108
Cc1ccc(C)c(NC(=O)c2nnn(Cc3ccccc3C)c2N)c1,13%,-2%,19,144,1,92,91,-19,144
O=C(CN1CCCN(S(=O)(=O)c2ccc(Br)cc2)CC1)Nc1ccc2c(c1)OCO2,.,.,-2,100,-34,12,46,2,100
O=C(N1CCCCC1)N1CCCN(C(=O)N2CCCCC2)CC1,-23%,-8%,-2,76,-5,102,107,2,76
CCOC(=O)C(CC)n1cnc2c(oc3ccccc32)c1=O (configuration not stated),-2%,-10%,18,190,.,.,.,-18,190
N#Cc1nc(-c2cccc3ccccc23)oc1NCCN1CCCCC1,-75%,-3%,14,168,-26,13,39,-14,168
CCOC(=O)c1cc(C)n(Cc2cccc(OC)c2OC)c1C,-27%,0%,4,117,2,81,78,-4,117
O=C(CSc1ccc2c(c1)OCCO2)Nc1ccc2c(c1)OCO2,21%,10%,15,73,-5,82,88,-15,73
COc1ccc(-n2cc(C(=O)c3cc4ccccc4oc3=O)c(C(C)=O)n2)cc1,7%,0%,-4,129,.,.,.,4,129
CCOC(=O)C1CN(S(=O)(=O)c2cccc(C(F)(F)F)c2)c2cc(CC(=O)OC)ccc2O1 (configuration not stated),-32%,-4%,-12,113,.,.,.,12,113
CCOC(=O)c1[nH]c(C)c(C(=O)NC2CCCCC2)c1C,2%,13%,39,188,4,93,89,-39,188
CC(C)(C)C(=O)Nc1ccc(C(=O)Nc2cccnc2)cc1,-36%,-2%,-2,159,-15,67,81,2,159
COc1ccccc1CCn1c(N)c(C#N)c2nc3ccccc3nc21,-14%,-1%,-2,157,.,.,.,2,157
CC(C)[C@H](NC(=O)OC(C)(C)C)c1nnc(SCC(=O)Nc2ccc(Br)cc2)o1,-49%,0%,14,149,0,84,84,-14,149
Cc1cc(Cl)c(S(=O)(=O)N2CCN(c3ccc(F)cc3)CC2)cc1OCC(N)=O,6%,0%,-10,151,.,.,.,10,151
Cc1ccc(CNC(=O)COC(=O)c2cnccn2)cc1,6%,-19%,3,175,-4,101,105,-3,175
CC(=O)c1sc(NC(=O)c2ccco2)nc1-c1ccccc1,2%,12%,-4,167,-6,76,82,4,167
COc1ccc(C)cc1NC(=O)CN1CCN(C/C=C/c2ccccc2)CC1,-133%,-13%,1,171,.,.,.,-1,171
O=S(=O)(NCCc1ccccn1)c1cccs1,5%,-14%,-1,111,2,80,78,1,111
Cc1ccc(CN=Cc2[nH]c3ccc(Br)c(Cl)c3c2O)cc1,-14%,-130%,14,177,-4,33,37,-14,177
CCC(OC(=O)c1cccs1)C(=O)NCc1ccc2c(c1)OCO2 (configuration not stated),2%,-5%,2,154,.,.,.,-2,154
Cc1cc(NS(=O)(=O)c2ccccc2)cc(Cl)c1O,7%,3%,7,121,4,92,88,-7,121
COc1cccc2c1OCC(C(=O)NCc1ccc(Cl)cc1Cl)=C2,-19%,-1%,-4,158,.,.,.,4,158
Cc1ccc(C)c(NC(=O)Cn2nc(-c3ccccc3)nc2-c2ccccc2)c1,-18%,1%,-5,154,.,.,.,5,154
Cc1oc(-c2ccccc2F)nc1CN1CCC(C(=O)NCc2cccnc2)CC1,-37%,-40%,-3,134,-23,64,86,3,134
Cn1c(=O)c2c(nc(NCCO)n2CCc2ccccc2)n(C)c1=O,26%,-5%,.,.,7,97,91,.,.
CCCN1CCN(CCCNC(=O)Cn2nc(-c3ccc(C)cc3)ccc2=O)CC1,-45%,-4%,-8,161,9,94,85,8,161
CN1C(=O)/C(=N\OC(=O)c2cccc3ccccc23)c2ccccc21,9%,4%,-4,134,.,.,.,4,134
CS(=O)(=O)Nc1ccc(C(=O)NCc2ccc3c(c2)OCO3)cc1,6%,-6%,-8,69,-13,89,102,8,69
COc1ccc(N(C(=O)c2ccc(S(=O)(=O)N3CCOCC3)cc2)C2C=CS(=O)(=O)C2)cc1 (configuration not stated),-33%,5%,-2,127,7,90,83,2,127

(list continues)
compound,PLAP inhibitors HTS,Bcl-B displacement,NFkB transloc pot,NFkB transloc pot cell count 2 µM,MRP resist rev,MRP resist rev cytotoxicity,MRP resist rev with doxorubicin,IL1B NFkB inh,IL1B NFkB inh cell count 2 µM
COc1cc(OC)cc(C(=O)NC(=S)N2CCN(c3ccc(C(F)(F)F)cc3[N+](=O)[O-])CC2)c1,-8%,-12%,?,.,.,.,.,-53,146
Cc1ccc(C(=O)N2CCN(C(=O)CN3CCOCC3)C2)cc1,-80%,-3%,.,.,2,95,93,.,.
Cc1c(Cl)ccc2c1NC(=O)[C@]21N[C@@H](CCC(N)=O)[C@H]2C(=O)N(c3ccc(F)cc3)C(=O)[C@H]21,-50%,-15%,-1,121,6,100,94,1,121
N#CC1=C2SCC(O)(c3ccccc3)N2C(=O)CC1c1ccccc1F (configuration not stated),-44%,-14%,20,188,-18,15,34,-20,188
CNc1nc(Sc2ccccc2)cc(C(F)(F)F)n1,-3%,-1%,3,196,.,.,.,-3,196
Cn1c(Cc2cccs2)nnc1SCC(=O)N1CCCc2ccccc21,12%,5%,0,164,-4,92,96,0,164
CCC(C)(C)n1nnnc1C(c1cc2ccc(OC)cc2[nH]c1=O)N1CCc2ccccc21 (configuration not stated),-49%,-18%,-9,124,-14,64,78,9,124
CC1(C)NC(=O)N(CC(O)CN2CCCC2)C1=O (configuration not stated),16%,-10%,1,116,5,103,97,-1,116
COc1ccc(NC2CS(=O)(=O)CC2NCc2ccccc2)cc1 (configuration not stated),.,.,-5,123,14,103,89,5,123
CC(NC(=O)CSc1nc2c(cc1C#N)CN(C)CC2)c1ccccc1 (configuration not stated),-59%,18%,-4,139,7,16,8,4,139
CC1(C)CC(=O)C(/C=N/n2c(C(F)(F)F)nc3ccccc3c2=O)=C(O)C1,2%,1%,26,182,-6,88,94,-26,182
CCOC(=O)CSc1nc(C)c(C(C)=O)cc1C#N,-25%,4%,1,128,2,76,74,-1,128
O=C1c2ccccc2N2C(=O)c3ccccc3C2N1O (configuration not stated),-1%,3%,24,164,-2,78,80,-24,164
Cc1ccccc1N(CC(=O)O)S(C)(=O)=O,.,.,10,63,-10,93,103,-10,63
COc1cc(OC)c(OC)cc1CN1CCN(c2ccccc2OC)CC1,-62%,-5%,-15,141,0,67,67,15,141

Structures above with bromine, in the order listed:
compound,PLAP inhibitors HTS,Bcl-B displacement,NFkB transloc pot,NFkB transloc pot cell count 2 µM,MRP resist rev,MRP resist rev cytotoxicity,MRP resist rev with doxorubicin,IL1B NFkB inh,IL1B NFkB inh cell count 2 µM
O=C(CN1CCCN(S(=O)(=O)c2ccc(Br)cc2)CC1)Nc1ccc2c(c1)OCO2,.,.,-2,100,-34,12,46,2,100
CC(C)[C@H](NC(=O)OC(C)(C)C)c1nnc(SCC(=O)Nc2ccc(Br)cc2)o1,-49%,0%,14,149,0,84,84,-14,149
Cc1ccc(CN=Cc2[nH]c3ccc(Br)c(Cl)c3c2O)cc1,-14%,-130%,14,177,-4,33,37,-14,177
